Screens as filed in PubChem.
GalR3 antagonist – human GalR3 antagonism; O60755; HEK293 GalR3-CNG cAMP membrane potential fluorescence; galR3 body fused to GalR1 C-terminus; inhibition, % at 3 µM; hit rate 0.44% among 360,000;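 active = inhibition above the screen-wide average plus 3 SD, cut at about 13% in these data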;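 also: forskolin and galanin both at EC90 stimulate the cells; cAMP rise reported by CNG channel membrane potential dye signal; 0% = forskolin plus galanin with DMSO and 100% = forskolin alone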
Target sequence (O60755 1-299 limits assumed): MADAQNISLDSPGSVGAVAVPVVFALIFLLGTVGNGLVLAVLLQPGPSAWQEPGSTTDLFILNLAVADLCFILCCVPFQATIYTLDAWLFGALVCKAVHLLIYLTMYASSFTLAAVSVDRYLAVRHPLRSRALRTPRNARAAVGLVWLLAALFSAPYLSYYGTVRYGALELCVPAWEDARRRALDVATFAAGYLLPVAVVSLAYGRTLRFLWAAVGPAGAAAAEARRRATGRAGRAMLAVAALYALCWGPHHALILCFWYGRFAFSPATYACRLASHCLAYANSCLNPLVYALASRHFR
NALP1 inh – inhibitors of NALP1 inflammasome in yeast | S. cerevisiae NALP1/ASC/caspase-1 growth, X-gal OD620, 72 h | hit rate 0.61% among 280,000 | AID 2071 | inhibition, % at 10 µM; in the data active = inhibition mostly above about 24%, no sharp cut-off; inactive = mostly below about 32%; also: some compounds called inactive have numbers as strong as hits
V1R ag counter – V1a receptor agonism, counter-screen for OXTR agonists; AID 2797; CHO-V1R cells, Fluo-8 calcium fluorescence, agonist mode; 0% DMSO, 100% 3 nM vasopressin; hit rate 0.25% among 320,000; activation, % at 3 µM; P37288;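 active = activation above the mean activation of all tested compounds plus 3 SD, per screening run, cut at about 20% in these data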;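 also: signal is peak over basal fluorescence ratio across a 100 second FLIPR read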
GPR7 antagonist – human neuropeptides B/W receptor 1 antagonism; GPR7-expressing cells, fluorescence antagonist assay; P48145; inhibition, % at 4.4 µM; hit rate 1.1% among 290,000; in the data active = inhibition above about 16%, passing the limit was not always enough;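 also: cells stimulated with the agonist NPW; 0% = agonist with vehicle and 100% = vehicle without agonist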
MEKK2 mut-MEK5 – signal of MEK5 binding to mutant human MEKK2 PB1 domain | bead flow cytometry, Alexa488-MEK5 binding to MEKK2 mutant | hit rate 0.35% among 290,000 | percent response, % at 10 µM; in the data active = percent response above about 24%, passing the limit was not always enough; also: inactives centre near 1; some results filed as inactive read as strong as hits; reference of the scale not given here
MEKK2wt PB1 HTS – raises or lowers MEK5 binding to wildtype human MEKK2 PB1 domain | Q9Y2U5 | bead flow cytometry, Alexa488-MEK5 binding to MEKK2 WT; actives lie on both sides | binding response (% of control), % at 10 µM | hit rate 1.1% among 290,000; in the data active = binding response below about 67% or above about 130%
PHOSPHO1 block – blocks human PHOSPHO1 phosphatase activity | Q8TCT1 | AID 1565 | inhibition, % at 13.3 µM | recombinant PHOSPHO1, absorbance phosphatase assay | hit rate 1.1% among 290,000; in the data active = inhibition above about 60%
Target sequence (Q8TCT1 whole entry, looked up): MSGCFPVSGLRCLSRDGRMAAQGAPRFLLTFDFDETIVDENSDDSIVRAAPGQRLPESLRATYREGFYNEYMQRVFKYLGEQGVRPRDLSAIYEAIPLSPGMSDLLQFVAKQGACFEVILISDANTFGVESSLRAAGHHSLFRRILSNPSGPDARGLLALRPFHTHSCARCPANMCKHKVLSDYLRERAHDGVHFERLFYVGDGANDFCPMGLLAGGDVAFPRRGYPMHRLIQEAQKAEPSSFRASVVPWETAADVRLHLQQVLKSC
OXTR agonist – activates the human oxytocin receptor; P30559; CHO-OTR cells, Fluo-8 calcium fluorescence; normalized: DMSO 0%, oxytocin 100%; activation, % at 3 µM; hit rate 0.32% among 320,000;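 active = activation above the mean of all tested compounds plus 3 SD, cutoff set per screening run, cut at about 20% in these data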;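 also: peak over basal fluorescence ratio from a 100 s FLIPR kinetic read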
Target sequence (P30559 whole entry, looked up): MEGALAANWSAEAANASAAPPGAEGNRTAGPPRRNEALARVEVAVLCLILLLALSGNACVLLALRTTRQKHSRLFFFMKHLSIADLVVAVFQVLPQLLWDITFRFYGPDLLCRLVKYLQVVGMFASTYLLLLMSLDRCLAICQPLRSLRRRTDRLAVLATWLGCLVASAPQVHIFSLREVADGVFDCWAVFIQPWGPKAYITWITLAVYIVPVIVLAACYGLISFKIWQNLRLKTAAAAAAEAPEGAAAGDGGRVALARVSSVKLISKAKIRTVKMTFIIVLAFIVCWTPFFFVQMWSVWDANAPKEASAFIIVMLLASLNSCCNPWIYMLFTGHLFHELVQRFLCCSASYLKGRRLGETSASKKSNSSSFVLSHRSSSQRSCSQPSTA
MEKK3 PB1 HTS – MEKK3-MEK5 PB1 interaction, increase or decrease; Q99759; hit rate 1.4% among 290,000; binding response (% of control), % at 10 µM; bead-based flow cytometry, Alexa488-MEK5 binding to MEKK3; actives lie on both sides; 0 = blocked by unlabeled MEK5, 100 = vehicle;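 active = binding response more than 3 SD above or below the average of its plate-row segment, actives on both sides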;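 also: Alexa488 bead fluorescence after subtracting the streptavidin-only scavenger bead signal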
An asterisk follows results filed as active; / = no result given.

Start of the data: the first 4 records, ahead of the listing:
SMILES	GalR3 antagonist	NALP1 inh	V1R ag counter	GPR7 antagonist	MEKK2 mut-MEK5	MEKK2wt PB1 HTS	PHOSPHO1 block	OXTR agonist	MEKK3 PB1 HTS
CCOc1cccc2sc(N(CCCN(C)C)C(=O)c3ccc(S(=O)(=O)N(C)c4ccccc4)cc3)nc12	-8	12	3.5	2	-6	127	-2	4.3	105
Cc1occc1C(=O)NC(C)C(C)(C)C (configuration not stated)	-4	6	-0.3	-6	7	111	7	-0.6	108
O=C(CCN1CCCCC1=O)NC1CCCN(Cc2ccc(Cl)cc2)C1 (configuration not stated)	0	6	-0.2	-15	4	109	10	0.4	105
COc1cccc(-c2c[nH]c(=O)[nH]c2=O)c1	-1	-8	0.4	-1	-5	95	5	-1.1	99

Results, from the start:
SMILES	GalR3 antagonist	NALP1 inh	V1R ag counter	GPR7 antagonist	MEKK2 mut-MEK5	MEKK2wt PB1 HTS	PHOSPHO1 block	OXTR agonist	MEKK3 PB1 HTS
CCOc1cccc2sc(N(CCCN(C)C)C(=O)c3ccc(S(=O)(=O)N(C)c4ccccc4)cc3)nc12	-8	12	3.5	2	-6	127	-2	4.3	105
Cc1occc1C(=O)NC(C)C(C)(C)C (configuration not stated)	-4	6	-0.3	-6	7	111	7	-0.6	108
O=C(CCN1CCCCC1=O)NC1CCCN(Cc2ccc(Cl)cc2)C1 (configuration not stated)	0	6	-0.2	-15	4	109	10	0.4	105
COc1cccc(-c2c[nH]c(=O)[nH]c2=O)c1	-1	-8	0.4	-1	-5	95	5	-1.1	99
CCn1ncc([N+](=O)[O-])c1C(=O)Nc1cc(C)on1	1	19	-0.4	5	1	104	2	-0.7	101
CCn1cc(CN2CCC(n3nccc3NC(=O)C3CCCC3)CC2)c(C)n1	-1	12	0.4	-3	0	101	43	1.1	92
N#Cc1cnn2c(-c3ccc(Cl)cc3Cl)ccnc12	2	8	5.3	1	2	103	37	4.5	104
Cc1c(C(=O)c2ccc(Cl)cc2Cl)cnc2cc3c(cc12)OCO3	-2	-8	1.2	-12	2	99	-14	1.1	92
O=C(O)C1C2C=CC(C3CC23)C1C(=O)NCCc1ccccc1 (configuration not stated)	-2	/	1.8	-7	-1	101	-14	-0.3	106
Fc1ccc(-c2cn3cc(C(F)(F)F)cc(Cl)c3n2)cc1	-3	2	-1.4	-2	7	103	7	-1.9	102
NS(=O)(=O)c1cccc(NC(=O)COC(=O)CCc2ccccc2)c1	-7	-3	0.6	3	1	94	32	0.1	101
CN(CCC#N)C(=O)COC(=O)c1ccccc1C(=O)c1ccc(Cl)c([N+](=O)[O-])c1	-8	2	-0.2	3	-14	78	12	-0.1	90
COc1ccc(C(=O)Nc2ccc(Cl)cc2C(=O)NCCN2CCOCC2)cc1	1	-12	-0.1	0	-1	104	46	0.5	96
CC(C)(O)C#CC#CCN1CCOCC1	0	-7	1.0	0	8	104	20	1.7	103
COc1cc(OC)cc(C(=O)NCCc2cnc[nH]2)c1	-9	16	0.6	-18	3	107	34	3.6	104
Cc1cc(C)c(S(=O)(=O)NCC23C=CC(O2)C2C(=O)N(c4ccccc4)C(=O)C23)c(C)c1 (configuration not stated)	0	2	0.3	8	1	101	8	0.5	103
Cc1ccc(O)c(CNc2cnc3ccccc3c2)c1	-11	12	12	-6	2	106	30	14	107
S=C(NCCC1=CCCCC1)Nc1ccc(Cl)cc1	-9	10	3.7	-5	-2	98	1	4.5	95
Fc1ccc(CSc2ccc3nnc(-c4ccccn4)n3n2)cc1	-6	-12	0.3	-14	2	101	53	0.0	103
CC(NC(=O)c1cccs1)c1ccc2c(c1)OCO2 (configuration not stated)	-5	4	0.2	-9	6	103	11	0.0	100
COc1cccc(C2=NN(C(=O)c3ccco3)C(O)(C(F)(F)F)C2)c1 (configuration not stated)	-8	-11	-1.7	-11	-6	89	-5	-1.7	99
O=C(N/N=C/c1coc2ccccc2c1=O)c1cn(-c2ccccc2)nc1-c1ccc(F)cc1	-3	4	0.1	-1	-3	89	-7	1.1	92
COc1ccc2c(c1)C(=O)N(CCc1ccc(S(=O)(=O)NC(=O)NC3CCCCC3)cc1)C(=O)C2(C)C	-3	8	0.0	-26	-6	92	14	-1.4	97
NNC(=O)COc1cccc(C(F)(F)F)c1	-4	15	0.1	-7	-2	96	10	0.1	97
COc1ccc(OC)c(NC(=O)CNC(=O)Cn2c(C)cc3ccccc3c2=O)c1	-1	-5	0.0	5	1	105	17	-1.6	106

Further compounds follow:
SMILES	GalR3 antagonist	NALP1 inh	V1R ag counter	GPR7 antagonist	MEKK2 mut-MEK5	MEKK2wt PB1 HTS	PHOSPHO1 block	OXTR agonist	MEKK3 PB1 HTS
COc1ccccc1N1CCN(C2CC(=O)N(c3cccc(Cl)c3)C2=O)CC1 (configuration not stated)	-11	-3	0.9	-2	4	119	55	0.9	103
COC(=O)C1=C(CN2CCc3ccccc32)NC(=O)NC1c1cc(C)ccc1C (configuration not stated)	0	5	-1.4	-15	/	/	-3	-2.6	/
COc1cc(/C=C/C(=O)OCC(=O)N2CCN(S(=O)(=O)c3ccc(C)cc3C)CC2)ccc1O	2	/	3.3	-9	-3	88	-4	4.2	91
COc1ccc(-c2nnn(CC(=O)c3ccc4c(c3)OCCO4)n2)cc1OC	-3	6	3.7	-9	6	103	-7	2.7	123*
CCc1c(C)sc(NC(=O)Cc2ccccc2C)c1C(=O)N1CCOCC1	-1	15	-0.4	-6	-1	101	-4	-0.4	100
O=C(Nc1nncs1)c1cccc(S(=O)(=O)N2CCOCC2)c1	-8	-11	-0.2	3	2	103	-4	0.0	105
CCCC(C)c1nnc(NC(=O)C(=O)OCC)s1 (configuration not stated)	-4	6	-0.2	-8	5	104	27	-0.7	106
CS(=O)(=O)c1ccc(C(=O)OCC(=O)NC23CC4CC(CC(C4)C2)C3)cc1[N+](=O)[O-]	-9	/	3.9	15	4	103	7	2.9	118
CC(C)COc1ccc(-c2nn(-c3ccccc3)cc2C(=O)Nc2nccs2)cc1	-3	6	2.1	9	4	115	-4	2.0	102
CS(=O)(=O)N(CCc1ccccc1)CC(=O)NCc1ccccc1	0	29	1.5	-2	2	108	-25	0.7	104
CCOc1ccc(NC(=O)C2CCCN(S(=O)(=O)c3cnc[nH]3)C2)cc1 (configuration not stated)	/	18	0.8	-4	-1	99	0	0.4	99
COc1ccc(CCN2CC(C(=O)NCCc3ccccc3C)CCC2=O)cc1 (configuration not stated)	-8	14	2.1	-2	2	104	15	0.7	102
COc1cccc(C(=O)NCC(=O)N/N=C/c2cccnc2)c1	-12	10	1.7	-6	4	106	-5	0.5	104
CC(C)(C)NC(=O)C(=O)NNC(=O)c1ccco1	1	3	0.1	-4	-8	89	28	0.2	91
CCOC(=O)c1ccccc1NC(=O)CSc1ccc(-c2cccnc2)nn1	-5	-15	0.2	-6	-1	100	6	-0.2	111
Cc1cc(C(=O)N/N=C(\CCC(=O)O)c2cccs2)c2ccccc2n1	17*	-14	0.8	-1	-2	92	28	-0.2	96
CC(=O)Nc1ccc(NS(=O)(=O)c2ccc3[nH]c(=O)[nH]c3c2)cc1	-3	-1	1.7	-5	0	108	32	1.9	120
Cc1ccc(C2(c3noc(CN(C)Cc4cccnc4)n3)CCCC2)cc1	-6	-5	-0.9	0	1	104	44	-2.5	103
O=C(Cn1cc([N+](=O)[O-])ccc1=O)NCc1ccc(Cl)cc1Cl	1	3	4.2	2	11	107	20	0.0	107
COc1cc(SC)ccc1C(=O)Nc1nc(C)cc(C)n1	2	17	-0.5	-11	1	104	29	-2.1	103
Cn1nc(C(=O)Nc2sccc2C(N)=O)ccc1=O	0	6	-0.3	-15	4	106	14	0.1	107
NS(=O)(=O)c1cccc(NC(=O)CN2CCC(Cc3ccccc3)CC2)c1	-3	14	1.3	1	-3	90	-13	2.5	84
CCOC(=O)c1ccc(S(=O)(=O)N2CCNCC2)cc1	-3	20	6.0	-3	-1	96	-7	1.1	99
CC(=O)Cc1nsc(NC(=O)c2ccc(-c3ccc(Cl)c(Cl)c3)o2)n1	-6	12	1.7	-2	-1	108	12	1.6	107
NNC(=S)Nc1ccccc1Cl	-6	-7	1.9	-5	-1	101	-69	0.4	101

Remaining list, next part
SMILES	GalR3 antagonist	NALP1 inh	V1R ag counter	GPR7 antagonist	MEKK2 mut-MEK5	MEKK2wt PB1 HTS	PHOSPHO1 block	OXTR agonist	MEKK3 PB1 HTS
Cc1cc(N2C(=O)C(O)=C(C(=O)c3cc4ccccc4o3)C2c2ccc(OC(C)C)cc2)no1 (configuration not stated)	3	4	1.7	6	0	101	16	0.6	101
CCOC(=O)c1cc2c(=O)n3ccccc3nc2n(Cc2ccco2)c1=NC(=O)c1ccccc1OCC	-6	18	1.9	-5	1	90	-33	-0.1	99
O=C1/C(=C/c2cccs2)SC(=S)N1CCCC(=O)N(CCO)c1ccccc1	-5	24	12	1	-12	92	15	7.5	96
CCOC(=O)CSc1nc(-c2ccccc2)nc2c1oc1ccccc12	-3	2	-0.7	-2	-6	89	-2	-0.3	94
O=C(NCc1ccco1)c1cnc2ccccn2c1=O	2	/	1.1	-4	11	116	8	0.5	113
Cc1c(CC(=O)N[C@H](C(=O)O)C(C)C)c(=O)oc2cc3c(cc12)CCC(C)(C)O3	-9	2	/	-6	7	101	14	/	105
CC(=O)Nc1ccc(C(=O)OCC(=O)NCc2ccc(Cl)cc2)cc1	/	7	0.8	-4	-12	90	-10	0.1	104
N#Cc1c(-c2ccc(Cl)cc2)nc2n(c1=O)CCCS2	-10	4	0.4	-1	8	108	-8	2.1	105
COC(=O)c1ccc(NC(=O)Cn2nc(C)cc2C)cc1	-3	-13	-0.1	0	-12	90	32	0.6	105
CC(=O)c1c(N2CCN(C)CC2)[nH]c(-c2ccccc2)nc1=S	-6	27	0.5	-2	47*	23*	26	0.5	99
O=C(NCC(c1cccs1)N1CCOCC1)c1cc(-c2ccccn2)nc2ccccc12 (configuration not stated)	-5	/	0.4	-16	-9	105	25	-0.2	96

Ordered by heavy-atom count (ascending): part of the list above.
SMILES	GalR3 antagonist	NALP1 inh	V1R ag counter	GPR7 antagonist	MEKK2 mut-MEK5	MEKK2wt PB1 HTS	PHOSPHO1 block	OXTR agonist	MEKK3 PB1 HTS
O=C(NCc1ccco1)c1cnc2ccccn2c1=O	2	/	1.1	-4	11	116	8	0.5	113
COC(=O)c1ccc(NC(=O)Cn2nc(C)cc2C)cc1	-3	-13	-0.1	0	-12	90	32	0.6	105
CCOC(=O)CSc1nc(-c2ccccc2)nc2c1oc1ccccc12	-3	2	-0.7	-2	-6	89	-2	-0.3	94
Cc1c(CC(=O)N[C@H](C(=O)O)C(C)C)c(=O)oc2cc3c(cc12)CCC(C)(C)O3	-9	2	/	-6	7	101	14	/	105
